# Screening results deposited in PubChem BioAssay by Fisher Drug Discovery Resource Center.
# NPYLR7 ag: activates Aedes aegypti NPYLR7 receptor; AID 1259423; activation, % at 10 µM; 270,000 tested, 0.15% active; HEK293T NPYLR7/Galpha15, GCaMP6s calcium fluorescence; in the data active = activation above about 40%;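 note: 0% = vehicle and 100% = reference agonist at the receptor; some compounds past the cut are filed as inactive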
# mcGAS lum: mouse cGAS inhibition by luminescence | inhibition, % at 12.5 µM | recombinant cGAS, Kinase-Glo ATP depletion luminescence | Q8C6L5 | 160,000 tested, 0.15% active;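 note: 0% = negative control wells and 100% = reference inhibitor with no enzyme activity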
# hcGAS lum: human cGAS inhibition; Q8N884; recombinant h-cGAS, ATP depletion, Kinase-Glo luminescence; inhibition, % at 12.5 µM; 290,000 tested, 0.081% active;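 note: 0% = vehicle reaction and 100% = reaction without DNA for no activity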
# Target sequence (Q8N884 whole entry, looked up): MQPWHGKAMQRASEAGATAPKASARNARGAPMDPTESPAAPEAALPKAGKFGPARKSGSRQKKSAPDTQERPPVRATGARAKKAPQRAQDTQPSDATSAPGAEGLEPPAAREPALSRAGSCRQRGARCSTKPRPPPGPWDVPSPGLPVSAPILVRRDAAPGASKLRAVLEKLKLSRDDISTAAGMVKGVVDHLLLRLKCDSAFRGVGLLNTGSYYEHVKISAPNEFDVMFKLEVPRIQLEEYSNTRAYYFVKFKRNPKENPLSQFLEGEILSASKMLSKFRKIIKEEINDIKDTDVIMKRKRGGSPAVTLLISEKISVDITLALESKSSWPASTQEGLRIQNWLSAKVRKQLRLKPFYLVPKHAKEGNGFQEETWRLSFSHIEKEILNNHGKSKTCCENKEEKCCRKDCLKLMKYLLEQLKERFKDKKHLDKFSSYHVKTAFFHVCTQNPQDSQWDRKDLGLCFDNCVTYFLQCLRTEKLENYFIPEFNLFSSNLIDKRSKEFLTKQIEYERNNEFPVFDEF
# * hit, by the source's call; . = no result given; & = joins results of further samples. Cut-off read from the data, not from the text of the source, unless noted: active = inhibition above about 40%; inactive = the rest.
SMILES,NPYLR7 ag,mcGAS lum,hcGAS lum
CCn1cc(C(=O)N2CCN(C(=O)C(C)C)CC2)c2nn(-c3ccccc3)c(=O)c-2c1,0.2,-7.3,-8.1
Cn1ccnc1SCc1cc(=O)c(OC(=O)c2cccc3ccccc23)co1,24.4,-1.5,-7.3
COc1cc(S(=O)(=O)NCCNc2cc(-n3cccn3)ncn2)c(C)cc1C,-9.9,-8.9,-3.9
COc1ccc(OCCN2CCN(S(=O)(=O)c3ccccc3C#N)CC2)cc1,-0.3,.,-5.0
Cc1ccc(-c2nc(C)c(Cc3ccccc3)c(N3CCN(C(=O)Nc4ccc(Br)cc4)CC3)n2)cc1,-3.1,-6.4,-10.8
CS(=O)(=O)N1CCCN(c2nc3ccccc3nc2-c2ccccc2)CC1,25.6,.,-5.8
CCc1nc2ccc(C(=O)N3CCNC(=O)C3)cn2c1N(C)Cc1cc2ccccc2s1,-5.6,-3.7,-7.2
CO[C@H]1C[C@H](O[C@H]2[C@H](C)[C@@H](OC3O[C@H](C)C[C@H](N(C)C)[C@H]3OC(C)=O)[C@@H](C)C[C@]3(CO3)C(=O)[C@H](C)[C@@H](OC(C)=O)[C@@H](C)[C@@H](C)OC(=O)[C@@H]2C)O[C@@H](C)[C@@H]1OC(C)=O (stereo partly drawn),-1.4,.,-3.5
CC(=O)OC(C)(C)C(=O)N1CCN(c2nc3nccc(C(C)(C)C)n3n2)CC1,.,-4.3,-4.9
CC(C)(C)CN1CCCC2(CCN(C3CSCCSC3)C2)C1 (stereo not drawn),0.0,.,-9.8
COc1ccc(-c2ccc(CCC(=O)NCCN3CCOCC3)n2-c2ccc(SC)cc2)cc1,1.2,-10.7,-4.5
CC1=NOC(C(=O)N2CCC(c3cc(Cc4ccccc4)[nH]n3)CC2)C1 (stereo not drawn),-2.1,.,-6.8
Cc1nnc(SCc2ccc([N+](=O)[O-])cc2)n(N)c1=O,-3.1,.,-2.8
O=C(c1ccc2ccccc2c1)C1CCCN(C(=O)CSc2ccccn2)C1 (stereo not drawn),5.4,-5.7,-1.0
COCCN(Cc1ccsc1)C(=O)COc1ccccc1,7.0,.,-6.9
NC(=O)c1c(NC(=O)c2ccco2)sc2c1CCC2,-1.5,-1.0,-5.4
Cc1ccc(N(C)C(=O)N2CCN(S(=O)(=O)c3cccc([N+](=O)[O-])c3)CC2)cc1,5.0,.,-6.1
O=C(CSc1nc2[nH]ncc2c(=O)n1-c1cccc(C(F)(F)F)c1)NCc1ccccc1,-1.6,.,-10.2
O=C(Cc1nc(-c2ccncc2)n[nH]1)N1CCCC1c1ccccn1 (stereo not drawn),-0.9,.,-3.4
Cc1ccc2[nH]c(CN3CCN(c4ncc(C)c(N)n4)CC3)c(C)c2c1,-3.1,.,-3.5
Cc1[nH]cnc1C(=O)N1CCC2(CC1)C(=O)Nc1ccccc12,3.5,.,-2.9
Cc1cc(N2CCC(N3CCNC3=O)CC2)nc2c(C(C)C)cccc12,9.1&-0.4,.,-6.4&-1.4
Cc1ccc(C2CSCCN2C(=O)c2cc(C(N)=O)cs2)o1 (stereo not drawn),6.3,.,-3.3
C=CCC1NC2(CCCC2)Cc2cc(OC)c(OC)cc21 (stereo not drawn),11.7,-1.3,-6.1
CC(C)(C)c1cc(C(=O)N=Nc2c(O)[nH]c3ccccc23)n[nH]1,8.1,-4.9,-2.5
CC1(c2ccsc2)CC(=O)N(CC(=O)NC2CCCC2)C1=O (stereo not drawn),-1.1,-15.8,-6.3
Cc1cc(=O)n2c(=O)c(/C=C/c3ccc(Cl)cc3)n[nH]c2n1,21.8,.,-1.2
CN(Cc1csc(-c2cccs2)n1)Cc1nc(-c2ccccn2)no1,14.5,-9.0,-7.5
CC(C)N1CC(NC(=O)c2cc(CN3CCOCC3)on2)CC1=O (stereo not drawn),3.0,-14.2,-6.0
O=C(Cc1ccsc1)N1CCOC(c2ccccc2)C1 (stereo not drawn),5.4,-5.3,-3.1
COc1ccccc1-n1c(C)nnc1SCc1ccc(C(=O)NCc2ccco2)cc1,19.9,-4.0,-3.2
COC(=O)C1=C(O)/C(=C\c2ccc(O)cc2OC)SC1=Nc1cccc(Cl)c1,-5.3,0.8,-3.5
O=C(Nc1cccc(S(=O)(=O)C2CCCC2)c1)c1cc(=O)c2ccccc2o1,1.4,.,-7.3
Brc1ccc(C2=Nc3ncnn3C(c3ccco3)C2)cc1 (stereo not drawn),34.1,.,0.7
Cc1nc2sc3c(c2c(=O)o1)CCCCC3,-8.4,8.5,3.7
Nc1c(C(=O)N2CCCC3CCCCC32)cnn1-c1cc(F)ccc1F (stereo not drawn),0.1,.,3.6
O=C(CCNc1nc(-c2ccccc2Cl)nc2ccccc12)N1CCN(c2ccccc2F)CC1,11.5,-4.5,-2.2
COc1ccc2nc(-c3ccc(Cl)c(NC(=O)Cc4ccccc4)c3)cn2n1,-9.4,-10.5,-4.5
CN1CCC2(CC1)CN(C(=O)CN1CCc3ccccc3C1)CCCN2C,-3.0,-12.3,-1.0
CCS(=O)(=O)c1ccc2oc(-c3cccc(C)c3OS(=O)(=O)c3cccc(C(F)(F)F)c3)nc2c1,18.8,-5.3,0.1
COC(=O)C1C(=O)OC(C)(C)C2CCC(C)CC12 (stereo not drawn),10.4,.,-9.4
COc1ccc(C(=O)Nc2ccc(N(C)C)nc2)cn1,-2.7,.,2.7
O=C(CNC1CCCCC1)Nc1c2c(nc3c1CCC3)CCC2,5.8,-1.0,-0.4
CCCc1cc(C(=O)NC23CC4CC(C2)CC(n2cncn2)(C4)C3)n(C)n1,.,-5.9,-10.8
C=CCNC(=O)NC1CCN(c2ccccc2C(=O)NC2CC2)CC1,-1.1,-3.1,0.0
O=[N+]([O-])c1ccc(N=Cc2sc3ccccc3c2O)cc1,5.7,.,-2.5
O=C(NC12CC3CC(C1)CC(n1cncn1)(C3)C2)c1cc2n(n1)CCNC2,1.2,.,-7.9
Cc1oc2ccc(OCC(=O)c3ccc(Cl)cc3)cc2c1C(=O)OC(C)C,-2.1,-7.9,-4.3
COc1ccc(OC)c(S(=O)(=O)N2CCN(c3nc4nccc(C(C)(C)C)n4n3)CC2)c1,.,-9.0,-8.2
Cc1ccc(OCCCn2c(N)nc(C#N)c2C#N)cc1C,3.9,.,-8.0
O=C(c1cccc(NCc2ccc(F)cc2)c1)N1CCCC(Cn2ccnc2)C1 (stereo not drawn),1.8,-14.3,-1.8
O=C(NC1CCCCC1)N1CCSC12C(=O)N(Cc1ccc(F)c(F)c1)c1ccccc12 (stereo not drawn),0.1,-3.3,-3.4
Cc1cc(I)ccc1N=Cc1nc(-c2ccccc2)oc1O,-4.0,.,-2.8
COC(=O)NC1CCN(c2ccccc2C(=O)NCc2cccnc2)CC1,18.6,-5.2,-3.1
COc1cc(OC)cc(C(=O)N2CCc3ccccc3C2c2ccc(F)cc2)c1 (stereo not drawn),4.7,4.0,5.8
CC(O)Cn1cnc2c(F)cccc2c1=O (stereo not drawn),5.5,-15.8,-8.0
CC(Oc1ccccc1Cl)C(=O)N1CCOC(COCc2c(Cl)cccc2Cl)C1 (stereo not drawn),2.0,-7.0,-6.3
Cc1ccc(OCC2CN(C(=O)COc3cccc(C)c3)CCO2)cc1 (stereo not drawn),-1.6,-4.8,-1.3
CC(C)CN(CC(C)C)C(=O)c1ccc(-n2nc(-c3ccc(Cl)cc3)cc2N)cc1,1.8,-5.0,-9.6
CCc1ncc(CN2CCC(C(=O)Nc3cccc(-c4cscn4)c3)CC2)cn1,9.2,.,-6.5

# (next part)
SMILES,NPYLR7 ag,mcGAS lum,hcGAS lum
COc1cccc2cc(C(=O)N3CCC(Cn4ccnc4C(C)C)CC3)oc12,-2.9,.,-5.2
CC(C)n1cc(CN2CCCC2C(=O)Nc2cccc(-n3cccn3)c2)cn1 (stereo not drawn),3.7,.,-5.9
O=C(Nc1nc(-c2ccccc2)cs1)c1ccccc1F,1.3,-6.9,-6.9
COc1ccc(CNC(=O)Cn2ncn3nc(-c4ccc(F)cc4)cc3c2=O)cc1,-10.1,-9.9,-8.2
CN1CCC(C)(CN2CCCC(CNC(=O)c3ccsc3)C2)CC1 (stereo not drawn),.,-4.3,-4.2
Cn1nnc2c(N3CCN(C(=O)COc4cccc(C(F)(F)F)c4)CC3)ncnc21,1.0,.,-6.8
Cc1ccc(N2CCn3c2nc2c3c(=O)n(CCN3CCCCC3)c(=O)n2C)cc1Cl,-3.4,.,-10.3
O=C(NCC1CCCN(C(=O)C2=CCCCC2)C1)c1ccc(-c2ccccc2)cc1 (stereo not drawn),12.0&39.5,-11.5&-3.1,-11.3&-3.8
CN1CCN(c2nccc3[nH]c(-c4ccccc4)nc23)CC1,-4.8,-5.6,-5.8
CON1C(=O)C2C(C1=O)C1(Cl)CC2(Cl)C(Cl)=C1Cl (stereo not drawn),-1.2,-7.4,-5.6
COc1ccc(N2CCN(c3cc(C(C)(C)C)nc(SCc4cccc(C(=O)NCc5ccco5)c4)n3)CC2)cc1,1.8,-4.0,-1.6
CCOC(=O)c1c(C)[nH]c(NC(=O)NC2CCCCC2)c1C,13.3,.,-6.4
O=C1CC2CS(=O)(=O)CC2N1CCN1CCOCC1 (stereo not drawn),2.5,.,-11.2
Cc1ccccc1CN1CCN(c2ccc3c(c2)CCC3)C(=O)C1C (stereo not drawn),6.8,-1.3,0.4
c1csc(-c2nnn(CN3CCN(Cc4nc5ccccc5s4)CC3)n2)c1,2.9,.,2.2
CNCC(=O)NC(C)c1nc2c(s1)CCCC2 (stereo not drawn),0.2,-13.7,-8.0
COc1ccc(CCNC(=O)c2ccccc2N2CCC(NC(=O)/C=C/c3ccccc3)CC2)cc1,20.6,-4.8,-5.1
O=C1CC2Sc3ccccc3N=C2N1CCO (stereo not drawn),11.3,.,1.9
O=C(NCc1noc(CN2CCCCC2)n1)c1ccccc1,0.1,-8.0,-4.2
Cc1cc(C)cc(N2C(=O)CSC2c2ccccn2)c1 (stereo not drawn),-5.4,.,-1.4
N#Cc1ccc(S(=O)(=O)N2CCN(C(c3ccccc3)c3ccc(Br)cc3)CC2)cc1 (stereo not drawn),15.8,-6.7,-4.6
O=C(Cn1c(CO)cnc1SCc1ccc(Cl)cc1Cl)NC1CC1,6.9,.,2.4
CCn1ccnc1CNCc1cn(-c2cc(C)ccc2C)nc1-c1ccccc1,-0.4,-4.1,-4.8
O=S(=O)(NCc1ccccc1)N1CCCC1C(F)(F)F (stereo not drawn),7.4,.,-7.8
Cc1nc(C)c(-c2nccn2-c2ccc3cn[nH]c3c2)s1,-5.4,.,-7.6
CCCC(=O)N1N=C(c2cccs2)CC1c1cccc(OC)c1O (stereo not drawn),1.6,.,-17.2
CC1=C(C#N)C(C)C2=C(CC(C)(C)CC2=O)N1 (stereo not drawn),-1.0,-6.2,-1.9
Cn1c(=O)[nH]c(=O)c2c1nc(SCCN1CCCCC1)n2Cc1ccccc1,-0.4,.,-6.0
